Compound activity as filed in PubChem BioAssay.
NTR1 agonist: agonists of NTR1, primary screen, imaging, U2OS cells, beta-arrestin-GFP, high content (AID 493036); P30989; NTR1-U2OS beta-arrestin-GFP spot imaging, agonist mode; activation, % at 20 µM; 0.17% of 330,000 active;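 active means activation at or above 40% of the spot to cytoplasm intensity ratio, with at least 20 cells analyzed; inconclusive means wells under 20 cells, flagged as cytotoxic or low count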;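 further: 0% = DMSO without peptide and 100% = 100 nM NTR1 peptide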
Target sequence (P30989 whole entry, looked up): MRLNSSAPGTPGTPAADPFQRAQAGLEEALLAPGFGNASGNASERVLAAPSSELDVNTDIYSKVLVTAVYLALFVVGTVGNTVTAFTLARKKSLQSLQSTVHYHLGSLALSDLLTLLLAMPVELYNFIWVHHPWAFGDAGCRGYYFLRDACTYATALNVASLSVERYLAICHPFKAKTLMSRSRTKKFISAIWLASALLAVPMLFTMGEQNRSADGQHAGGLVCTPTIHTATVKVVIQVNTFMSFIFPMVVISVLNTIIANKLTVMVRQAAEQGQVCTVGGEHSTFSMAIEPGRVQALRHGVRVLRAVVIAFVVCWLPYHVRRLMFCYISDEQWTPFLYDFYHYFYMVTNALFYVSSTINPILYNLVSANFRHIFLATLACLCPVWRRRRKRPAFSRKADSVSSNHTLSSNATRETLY
GPR55 LPI antagonism: GPR55 antagonists blocking LPI-driven arrestin recruitment, primary screen, imaging, U2OS, beta-arrestin-GFP, LPI agonist (AID 2013) | U2OS GPR55 beta-arrestin-GFP translocation imaging, LPI antagonism; higher % means a stronger effect | inhibition, % at 10 µM, or IC50 in µM where a hit was titrated | 0.13% of 290,000 active;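 active means spots per cell inhibited over 60%, with over 100 cells counted and total cytoplasm intensity under 500,000; inconclusive means wells with under 100 cells, flagged as likely toxic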;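 further: U2OS cells stably carrying GPR55 and arrestin-GFP stimulated by 5 µM LPI near EC80; imaged beta-arrestin-GFP aggregate spots per cell after agonist stimulation; plate controls were LPI-stimulated DMSO wells for no effect and DMSO wells without LPI for full effect; some results filed as inactive read as strong as hits; confirmed hits need IC50 under 10 µM and bright autofluorescent wells are also inconclusive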
West Nile virus CPE: West Nile virus antiviral activity, cell-based, CPE readout (AID 1621); West Nile virus-infected cells, CPE inhibition; higher % means a stronger effect; CPE inhibition, % at 10 µM; hits with a dose series show IC50 in µM; 0.02% of 290,000 active; in the data active means a potency from the dose series; inconclusive means CPE inhibition mostly from about 3.7% at the one dose, without a potency; inactive means the rest, 99 in 100 with CPE inhibition below about 2.2%; further: strong numbers were not always called active
KOR beta-arrestin-1: kappa opioid receptor blockers – cell-based, luminescence, uHTS (AID 1778). KOR beta-arrestin recruitment, luminescence, antagonist mode; higher % means a stronger effect. inhibition, % at 10 µM; hits with a dose series show IC50 in µM. 0.091% of 290,000 active; in the data active means inhibition above about 50%; further: strong numbers were not always called active
KOR beta-arrestin-2: KOR agonists, beta-arrestin recruitment, primary screen, cell-based, luminescence, uHTS (AID 1777); 0.02% of 280,000 active; activation, % at 10 µM, or EC50 in µM where a hit was titrated; KOR beta-arrestin recruitment, luminescence; higher % means a stronger effect; in the data active means activation above about 50%, passing the limit was not always enough; further: a part of the inactive calls stands beside numbers as strong as those of hits
PhoP inhibition: PhoP-dependent GFP reporter repression – Salmonella Typhimurium, primary screen (AID 1863) | S. Typhimurium PhoP-regulated promoter GFP reporter, 4 h; higher % means a stronger effect | one-dose inhibition, % at 50 µM; IC50 in µM for titrated hits | 0.16% of 300,000 active;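 active means inhibition over 29.93%, a cutoff 3 SD above the screen mean, later confirmed by dose response; inconclusive means inhibition over 29.93% but no dose response follow-up; inactive means inhibition at most 29.93% or unconfirmed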;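 further: 0% = low Mg2+ inducing control and 100% = high Mg2+ repressing control; strong numbers were not always called active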
T cell modulator: T cell immune modulators affecting CD8 T cell-vesicle binding | 2C CD8+ T cell-vesicle binding, flow cytometry; active compounds read low | calls only at 7 µM | 0.068% of 330,000 active | AID 2052;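 active means response, share of CD8 T cells binding vesicles, and their 90th percentile fluorescence all below set limits, cut at about 80% in these data, passing the limit was not always enough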
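material = purified 2C TCR transgenic mouse naive CD8+ T cells | controls = Unloaded micro-vesicles (low), QL9 vesicles with 0.7% DMSO (high) | detection = cytometric PE anti-B7-1 and Alexa647 anti-CD8 signals after 1% paraformaldehyde fixation | incubation = binding step 1.5 h, 37 °C, antibody labelling 20 min, ice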
GPR55 beta-arrestin: GPR55 agonists via beta-arrestin recruitment, primary screen, imaging, U2OS cells, beta-arrestin-GFP redistribution (AID 1961) | 0.048% of 290,000 active | activation, % at 10 µM, or EC50 in µM where a hit was titrated | U2OS GPR55 beta-arrestin-GFP redistribution imaging; higher % means a stronger effect;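 active means activation above 40% with more than 50 cells counted in the well; inconclusive means wells holding fewer than 50 cells, flagged as toxic or sparse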;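 further: U2OS osteosarcoma cells stably expressing GPR55 and beta-arrestin-GFP; plate controls were DMSO negative control for no effect and LPI positive control for full effect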
GPR35 antagonists: GPR35 antagonists blocking zaprinast-driven arrestin recruitment, primary screen, imaging, U2OS, beta-arrestin-GFP, zaprinast agonist (AID 2058); U2OS GPR35 beta-arrestin-GFP translocation imaging, zaprinast antagonism; higher % means a stronger effect; inhibition, % at 10 µM; hits with a dose series show IC50 in µM; 0.052% of 290,000 active;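 active means inhibition of at least 50% with at least 30 cells and total cytoplasm GFP at most 10,000,000; inconclusive means under 30 cells or total GFP of 10,000,000 plus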
T cell modulator vesicle-bound %: also measured in T cell modulator; calls as there; double positive events, %; measured here: CD8+ vesicle-bound cell fraction;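 binding gate set so that unloaded-vesicle control wells show 10% double positive cells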
NTR1 agonist cell count 20 µM: second read-out of NTR1 agonist, no call of its own (marks repeat the call); cell count; measured here: cell count, cytotoxicity flag
Numbers without * were called inactive; i = inactive; ? = inconclusive; nt = not tested or not shown; [ ] = dose if it differs, or a comment.

SMILES	NTR1 agonist	NTR1 agonist cell count 20 µM	GPR55 LPI antagonism	West Nile virus CPE	KOR beta-arrestin-1	KOR beta-arrestin-2	PhoP inhibition	T cell modulator	T cell modulator vesicle-bound %	GPR55 beta-arrestin	GPR35 antagonists
Cc1cc(NC(=O)CCC(=O)N(Cc2ccco2)C(C(=O)NC2CCCCC2)c2ccccc2)no1 (centres undefined)	1.0	46	4%	-0.4%	28%	6.3%	-2%	i	13	0.2%	-7%
COc1ccc(OC)c(N(CC(=O)N2CCCC2)S(=O)(=O)c2ccc(C)cc2)c1	0.2	61	-1%	-1.3%	-13%	1.5%	-5%	i	15	-0.1%	4%
O=c1[nH]c2ccccc2n1CCCSc1cnc2ccccc2n1	3.9	47	-6%	0.4%	3%	2.7%	11%	i	22	-0.1%	4%
CC(=O)c1cccc(NC(=O)c2nccnc2C(=O)O)c1	-0.8	40	0%	0.3%	-14%	0.9%	3%	i	31	0.0%	2%
O=C(COc1ccc2ccc(=O)oc2c1)N1CCN(C(=O)C2COc3ccccc3O2)CC1 (centres undefined)	0.8	49	-23%	0.1%	-18%	2.0%	0%	i	51	0.2%	-7%
COc1cc([C@@H]2C[C@H]3CN(c4ccccc4)C(=O)[C@]34CCCN24)cc(OC)c1OC	0.3	64	4%	-0.7%	-25%	3.4%	-4%	i	28	0.0%	-2%
COc1ccc(-n2c(Cc3cccn3C)nnc2SCC(=O)Nc2ccc3c(c2)OCCO3)cc1	2.0	59	-16%	0.8%	-44%	12%	5%	i	29	-0.1%	10%
O=C1C=CC(=O)N1CCNc1ncc(C(F)(F)F)cc1Cl	29	64	2%	-0.3%	31%[20 µM]	4.7%	8%	nt	nt	16%	10%
O=C(CCn1c(=O)oc2ccccc21)Nc1nc2ccccc2s1	-0.2	56	0%	-0.2%	-1%	-2.7%	4%	i	20	-0.3%	-4%
COC(=O)C1=C(SC)N(c2ccc(OC)cc2)C(c2ccccc2)CC1=O (centres undefined)	0.7	32	18%	-0.9%	-4%	-0.4%	-1%	i	18	0.5%	-9%
COC(=O)c1nc[nH]c1C(=O)OC	0.7	53	19%	-0.1%	4%	0.4%	-13%	i	53	0.5%	-6%
CC(C)(C)C(=O)NC1CCN(CC(=O)Nc2ccc3c(c2)OCO3)CC1	-0.2	43	2%	-0.3%	-16%	7.2%	8%	i	32	-0.2%	8%
CCOC(=O)C1=C(SCC(=O)Nc2ccccc2)NC(=O)C(C#N)C12CCCCC2 (centres undefined)	2.6	40	7%	-0.4%	12%	-1.4%	5%	i	55	0.2%	0%
Cc1ccc(C2(C)NC(=O)N(CC(=O)NCCC3=CCCCC3)C2=O)cc1 (centres undefined)	-4.5	81	-4%	-1.4%	-11%	4.5%	0%	i	45	0.0%	-10%
CCC(=O)N1CCN(c2ccc(NC(=O)c3ccc(N4CCCC4)c([N+](=O)[O-])c3)cc2)CC1	-0.4	88	4%	-0.4%	-11%	0.0%	-8%	i	61	0.2%	-1%
O=C1NC(=O)/C(=C\c2ccc(N3CCOCC3)o2)N1	2.2	23	1%	0.8%	1%	5.0%	-3%	i	47	-0.3%	12%
O=C(O)CCc1ccc(-c2cccs2)n1NC(=O)c1ccc(Cl)cc1Cl	2.1	86	5%	-0.4%	-8%	4.8%	-7%	i	23	-0.1%	7%
N#Cc1nc(-c2cccs2)oc1NCC1CCCO1 (centres undefined)	-0.4	52	7%	0.0%	22%	-0.2%	11%	i	31	-0.1%	7%
Cc1noc(C)c1S(=O)(=O)N(Cc1ccccc1)C(C)C	1.2	58	11%	-0.4%	12%	2.8%	-9%	i	35	1.7%	13%
COc1ccc(C)cc1NC(=O)NC(C)c1ccc2c(c1)OCO2 (centres undefined)	0.3	69	0%	-0.5%	3%	3.0%	5%	i	69	0.0%	8%
O=C(O)C1CSC(c2ccccc2Cl)N1C(=O)c1ccc(Cl)cc1 (centres undefined)	0.2	42	2%	0.3%	31%	14%	11%	i	54	-0.4%	21%
CC(C)CC(=O)NC(=S)NNC(=O)c1ccc([N+](=O)[O-])cc1	-1.0	35	-3%	-1.3%	-15%	17%	-10%	i	45	0.0%	6%
CC1=NNC(=O)/C1=C\c1cn(-c2ccccc2)nc1-c1ccccc1	nt	nt	-1%	0.6%	-5%[20 µM]	5.6%	1%	i	18	68%*	-37%
O=C(Nc1nc2ccccc2s1)c1c(F)cccc1Cl	0.9	73	-4%	-0.5%	-3%	-1.5%	2%	i	58	-0.1%	-1%
Cc1nnc(NC(=O)CSc2nnc(-c3ccccc3)n2C)s1	0.7	43	5%	0.6%	-34%[20 µM]	nt	5%	i	53	-0.1%	14%
O=C(Nc1cc(F)cc(F)c1)c1ccc(NCCCN2CCCCCC2)c([N+](=O)[O-])c1	-1.3	61	14%	0.2%	7%	-4.8%	-2%	i	12	-0.3%	1%
CCCCCCNC(=O)c1cccc(-c2ccc(C)c3ccccc23)n1	1.5	104	12%	0.9%	-4%	-1.8%	2%	i	37	0.6%	8%
CCN(C(=S)NC(=O)C1CC1)c1ccccc1	-0.4	54	6%	-0.6%	17%	-0.3%	-2%	i	31	-0.1%	1%
Cc1cc(SCc2ccccc2)nc(=O)[nH]1	-1.1	72	8%	-0.3%	-13%	-2.3%	-4%	i	14	0.0%	-14%
O=C(Nc1ccccc1N1CCOCC1)C1(c2ccc(Cl)cc2)CCC1	4.2	25	11%	-0.9%	-26%	8.9%	9%	i	45	-0.3%	1%
Cn1nccc1NS(=O)(=O)c1ccc(C(C)(C)C)cc1	1.6	39	0%	0.4%	-2%	6.5%	-7%	i	29	0.0%	-11%
COc1ccc(NC(=O)c2cc(C)on2)cc1	2.8	51	1%	0.3%	-4%	6.1%	3%	i	38	-0.3%	-10%
COC(=O)c1cc(S(=O)(=O)N2c3ccccc3CC2C)c[nH]1 (centres undefined)	-0.5	58	6%	0.8%	-19%	-7.9%	-2%	i	22	-0.1%	-17%
Cc1nn(-c2ccccn2)c2c1C(c1c(F)cccc1Cl)C1=C(N2)c2ccccc2C1=O (centres undefined)	15	64	-21%	-0.7%	-3%	5.3%	6%	i	17	-0.3%	-5%
COc1ccccc1N1CCN(C(=O)Cc2c(C(=O)O)[nH]c3ccc(Cl)cc23)CC1	0.5	49	7%	0.7%	10%	0.4%	0%	i	40	0.1%	-4%
CCOc1cc(C2Nc3ccccc3C(=O)N2c2ccccc2)ccc1O (centres undefined)	1.0	61	11%	0.0%	33%	-1.0%	-4%	i	40	-0.2%	-6%
CC1CCN(C(=O)CSc2nc3ccccc3[nH]2)CC1	2.8	66	3%	0.0%	-63%	-0.5%	-1%	i	32	-0.5%	3%
CCN(CC)C(=O)C1CCN(Cc2cccc(OCc3ccccc3)c2)CC1	0.2	86	4%	-0.4%	0%	-0.5%	2%	i	37	0.0%	6%
CCCCNC(=O)CC1C(=O)N(Cc2ccccc2)C(C)c2nc3ccccc3n21 (centres undefined)	-1.6	58	-1%	-0.5%	nt	nt	5%	i	12	-0.1%	?
CC(C)(C)NC(=O)Cc1ccc(Cl)c(Cl)c1	-0.9	91	12%	-0.8%	31%	-3.6%	-5%	i	54	0.2%	7%
Cc1ccc(S(=O)(=O)N2CCN(c3ccccc3)CC2)cc1	1.6	61	2%	0.1%	-17%[20 µM]	-0.8%	-5%	i	59	-0.3%	-1%
Cc1nn(C)cc1CNC(=O)c1ccc(F)cc1	3.9	71	-3%	0.1%	24%	-1.4%	-11%	i	38	-0.3%	11%
N#C/C(=C\c1ccc2c(c1)OCCO2)C(=O)NC1CCCCC1	5.5	66	9%	-0.2%	22%	-0.6%	-5%	i	11	0.1%	12%
COc1ccc(Cl)cc1NC(=O)c1cc(-c2ccc(C)cc2O)n[nH]1	-1.0	67	2%	0.0%	36%	0.0%	-5%	i	31	-0.1%	-6%
CC(=O)c1ccc2c(c1)C1C=CCC1C(c1ccncc1)N2 (centres undefined)	-0.3	44	9%	0.4%	2%	-0.4%	9%	i	18	0.3%	13%
COC(=O)c1ccc(COc2cc(O)c3c(c2)OC(C)(C)CC3=O)cc1	2.0	35	-5%	0.6%	-27%	6.3%	8%	i	47	-0.1%	-9%
COc1ccc(N2CC(C(=O)Nc3cc(C)ccn3)CC2=O)cc1 (centres undefined)	-1.8	66	-2%	0.1%	24%	2.7%	-2%	i	21	1.8%	-9%
CCOC(=O)c1ccc(NC(=S)N2CCSC2c2ccc(Cl)cc2)cc1 (centres undefined)	nt	nt	12%	?	-16%	1.5%	12%	i	23	-0.4%	8%
CN(C)Cc1c(O)ccc2cc(-c3nc4ccccc4n3C)c(=O)oc12	0.6	52	2%	0.4%	22%	-5.5%	2%	i	51	-0.1%	15%
COc1ccc(/C=N/NC(=O)c2nn(-c3ccc(Cl)cc3)c(=O)c3c(N)scc23)cc1	1.8	85	-3%	0.3%	-4%	-1.2%	-8%	i	24	-0.1%	-13%
CCNc1oc(COc2cccc(C)c2)nc1C#N	-1.6	42	0%	0.6%	-16%	0.6%	-3%	i	47	-0.1%	12%
Cc1ccc(Cn2nnc3c(=O)[nH]c(C4CCN(C(=O)Cc5cccs5)CC4)nc32)cc1	1.1	64	-12%	0.7%	-21%	2.2%	7%	i	24	0.0%	2%
COc1ccc(NC(=O)C(C)SCc2ccccc2)cc1 (centres undefined)	1.8	57	-12%	-0.3%	4%[20 µM]	nt	1%	i	37	-0.3%	4%
CN(C)c1ccc(NC(=O)CN2CCC(N3CCCCC3)CC2)cc1	-0.8	79	-4%	0.2%	-18%	2.3%	1%	i	2	-0.1%	16%
CC(C)CCNC(=O)/C=C/c1ccc(Br)cc1	-0.4	62	8%	-1.0%	-14%	-0.4%	4%	i	20	0.5%	12%
